Screening results: PubChem BioAssay, National Center for Advancing Translational Sciences (NCATS)
12-LOX inh – ALOX12 (human) lipoxygenase inhibition. purified 12hLO, xylenol orange hydroperoxide absorbance. Potency, µM (highest dose often 108 µM), inactives show top-dose activity change, negative = inhibition, most hits filed as inhibitors. AID 1671190. 580,000 tested, 1.1% active; further: potency means the concentration at half of the fitted maximal effect; on the % scale 0 is the no-effect control and ±100 the full control effect
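Hydroperoxide product was detected by ferrous iron/xylenol orange as the 573 to 405 nm absorbance ratio. Arachidonic acid at 40 uM (final) was turned over for 30 min at room temperature by 150 nM human 12hLO, pH 7.0 Hepes buffer, after 15 min compound preincubation.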
APEX1 inh – inhibitors of human APE1 endonuclease; AID 2517; P27695; Potency, µM (highest dose often 65.8 µM), inactives show at the highest dose activity change, negative = inhibition, actives largely listed as inhibitors; 350,000 tested, 0.35% active; recombinant APE1, TAMRA/BHQ-2 abasic DNA cleavage fluorescence;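 further: potency means the concentration at half of the fitted maximal effect; plate controls were vehicle for no effect and reference inhibitor for full effect; nearly all actives have a fitted effect of over 55% in size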
Target sequence (P27695 whole entry, looked up): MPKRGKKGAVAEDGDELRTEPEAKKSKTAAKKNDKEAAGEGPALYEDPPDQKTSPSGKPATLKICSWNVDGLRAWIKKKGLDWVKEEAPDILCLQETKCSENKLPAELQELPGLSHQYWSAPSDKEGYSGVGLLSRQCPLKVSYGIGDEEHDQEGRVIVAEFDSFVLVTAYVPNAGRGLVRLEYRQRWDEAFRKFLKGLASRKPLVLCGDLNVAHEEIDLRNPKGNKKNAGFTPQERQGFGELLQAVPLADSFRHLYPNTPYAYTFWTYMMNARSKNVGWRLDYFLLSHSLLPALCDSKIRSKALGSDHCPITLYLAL
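Quantitative HTS: incision of a TAMRA/BHQ-2 double-stranded substrate bearing a tetrahydrofuran abasic site by 0.75 nM APE1 raises fluorescence. Substrate 50 nM final, added after 15 min compound preincubation at room temperature; progress as third-minus-first kinetic read difference.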
Pol kappa inh – DNA polymerase kappa (human) inhibition. 400,000 tested, 0.53% active. Potency, µM (titrated, usually from 107 µM), for the others: at the top dose activity, negative = inhibition, hits mostly inhibitors. Q9UBT6. purified Pol kappa, fluorescent DNA synthesis assay, 10 min. AID 588579; further: potency means the concentration at half of the fitted maximal effect; on the % scale 0 is the no-effect control and ±100 the full control effect
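Inhibition of 10 nM Pol kappa is measured by a fluorescent read-out at 0 and 10 min following addition of 50 nM substrate (final), with a 15-min room-temperature compound preincubation.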
BLM helicase inh – blocks DNA unwinding by human BLM helicase; AID 2528; recombinant BLM DNA unwinding, fluorescence dequenching; 350,000 tested, 0.2% active; Potency, µM (titrated, usually from 56.1 µM), inactives show at the top dose activity change, negative = inhibition, hits mostly inhibitors; P54132;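 further: potency means the concentration at half of the fitted maximal effect; plate controls were vehicle for no effect and no enzyme for full effect; nearly all actives have a fitted effect of over 35% in size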
TRHR agonist – TRH receptor (human) agonism | TRHR cells, calcium flux fluo-8, FDSS agonist mode | activation, % at 2 µM | 360,000 tested, 0.18% active; in the data active means activation above about 30%; further: 0% is about no effect
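In this calcium-flux screen, cells bearing human TRHR are dye-loaded with fluo-8, baselined for 10 cycles, then exposed to library compounds; positive kinetic calcium responses during the agonist phase mark hits, with TRH as control.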
Apoferritin bind – candidate novel general anesthetic via apoferritin binding | apoferritin/1-aminoanthracene competitive binding, fluorescence | Potency, µM (highest dose often 77.5 µM), for inactives: at the top dose activity change, negative = displacement, hits mostly inhibitors | 350,000 tested, 0.074% active; further: potency means the concentration at half of the fitted maximal effect; on the % scale 0 is the no-effect control and ±100 the full control effect; nearly all actives have a fitted effect of over 20% in size
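Concentration-response curves derived by four-parameter Hill fitting of normalized fluorescence, where compounds displaced 1-AMA from 10 uM horse apoferritin following a brief 10 min room-temperature incubation; propofol titration acted as positive control.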
POLI inh – blocks human DNA polymerase iota activity; Pol iota fluorescent replication assay, 10 min; Potency, µM (doses to about 115 µM), for inactives: at the highest dose activity, negative = inhibition, hits mostly inhibitors; 390,000 tested, 1% active; AID 588590; further: potency means the concentration at half of the fitted maximal effect
Target sequence (Q9UNA4 whole entry, looked up): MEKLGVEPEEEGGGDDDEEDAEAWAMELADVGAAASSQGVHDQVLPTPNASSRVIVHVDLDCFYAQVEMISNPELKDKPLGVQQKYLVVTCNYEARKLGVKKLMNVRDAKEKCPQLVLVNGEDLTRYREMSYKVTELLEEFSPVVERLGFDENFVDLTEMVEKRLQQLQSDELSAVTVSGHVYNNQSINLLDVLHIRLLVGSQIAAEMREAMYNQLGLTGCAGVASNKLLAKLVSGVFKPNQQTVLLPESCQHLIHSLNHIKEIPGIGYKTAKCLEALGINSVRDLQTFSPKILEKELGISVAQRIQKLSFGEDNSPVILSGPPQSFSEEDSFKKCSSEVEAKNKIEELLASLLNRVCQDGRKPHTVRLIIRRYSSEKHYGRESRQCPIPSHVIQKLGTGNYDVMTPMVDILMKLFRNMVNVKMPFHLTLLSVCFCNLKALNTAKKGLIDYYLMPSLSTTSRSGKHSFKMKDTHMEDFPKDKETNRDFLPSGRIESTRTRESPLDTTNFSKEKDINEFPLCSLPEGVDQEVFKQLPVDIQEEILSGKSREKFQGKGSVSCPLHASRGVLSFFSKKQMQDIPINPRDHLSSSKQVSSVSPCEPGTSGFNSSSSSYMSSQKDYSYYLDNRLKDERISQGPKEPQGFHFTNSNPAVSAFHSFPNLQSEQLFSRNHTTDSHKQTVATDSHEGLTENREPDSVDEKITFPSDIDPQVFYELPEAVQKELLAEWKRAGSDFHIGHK
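Pol iota at 10 nM preincubated 15 min with compounds at room temperature; reaction started with fluorescent substrate, 50 nM final. Fluorescence read kinetically at 0 and 10 min; buffer-only wells as negative control.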
POLB inh – inhibitors of human DNA polymerase beta; P06746; Pol beta primer extension/strand displacement, fluorescence kinetic; Potency, µM (series often up to 114 µM), inactives show at the highest dose activity change, negative = inhibition, actives largely listed as inhibitors; 340,000 tested, 1.3% active; further: potency means the concentration at half of the fitted maximal effect; on the % scale 0 is the no-effect control and ±100 the full control effect
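Enzyme-only controls used 10 nM Pol beta; buffer lacking enzyme served as negative control. Compound preincubated 15 min, then 50 nM substrate added; 0 and 10 min reads at room temperature.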
ERG-DNA inh – inhibitors of human ERG Ets domain-DNA interaction | P11308 | fluorescence polarization, His-ERG Ets domain / labelled DNA | Potency, µM (titrated, usually from 76.9 µM), inactives show top-dose FP activity, negative = inhibition, usual class: inhibitors | 370,000 tested, 0.028% active | AID 624246; active means well fitted inhibition curve with a large enough effect in the polarisation, with a control signal flat; inconclusive means small, poorly fitted or top-dose-only effect, or effect the other way, or a change in a side signal; inactive means no such curve, though single readings can be large or run the other way; the % refers to the polarisation;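 further: polarization taken with two DNA probes labelled with fluorescein and Texas red; potency means the concentration at half of the fitted maximal effect; % of control where 0% means no effect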
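His-tagged ERG Ets domain (1 uM in the protein solution; 300mM KCl, 50mM Tris-HCl, 1mM EDTA, 1mM DTT, pH 7.5) received compound, then a probe mix of 5 nM fluorescein-DNA and 100nM Texas-615-DNA. Fluorescence polarization was read for both dyes.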
Numbers without * were called inactive; ? = inconclusive; . = no result given; & = joins results of further samples; [ ] = another dose, or the depositor's remark. Unless noted, the call rests on the fitted dose curve; in most records, active means well fitted curve in the direction sought with a large enough effect; inconclusive means small, poorly fitted or top-dose-only effect, or another doubt; inactive means no such curve, though single readings can be large; an effect the other way counts as inactive or inconclusive. Only part of the results is shown. The share of hits here may be higher or lower than overall.

SMILES	12-LOX inh	APEX1 inh	Pol kappa inh	BLM helicase inh	TRHR agonist	Apoferritin bind	POLI inh	POLB inh	ERG-DNA inh
Cc1ccccc1S(=O)(=O)Nc1nc2ccccc2nc1N1CCOCC1	-10%	16%	-13%	-1%	0.3	-12%	8%	8%	-1%
Cc1ccc(C(=O)N/N=C/c2c[nH]c3ccccc23)o1	2%	-12%	-5%	-1%	0.6	-5%	9%	34%	5%
C=C(C)C1CC=C(C)/C(=N/NC(=O)CNc2ccc(OCC)cc2)C1 (stereo not drawn)	-26%	1%	0%	-7%	-0.2	?	89µM*	-2%	-2%
O=C(Nc1cccnc1)c1ccc2c(c1)OCO2	0%	0%	-3%	-2%	0.7	6%	16%	-11%	3%
O=C(OCc1nc2scc(-c3ccccc3)c2c(=O)[nH]1)c1cc([N+](=O)[O-])ccc1Cl	14%	-5%	-2%	1%	-0.1	-11%	22%	11%	1%
CCC1(c2ccc(F)cc2)NC(=O)N(CC(=O)N2CCN(C(=O)c3ccco3)CC2)C1=O (stereo not drawn)	4%	-4%	-6%	.	.	.	98%[activator]	.	-7%
CN1OC[C@@H]2CN(C(=O)CCc3ccccc3)[C@H](c3cccc(-c4ccccc4)c3)C[C@@H]21	?	.	-4%	.	.	.	-18%	.	12%
Cn1c(/C=C/c2ccc(Cl)cc2Cl)c([N+](=O)[O-])c(=O)n(C)c1=O	-4%	32%	-7%	-12%	-0.7	-14%	6%	24%	-13%
Cn1c(=O)c(=O)n(C)c2cc(S(=O)(=O)CCC(=O)Nc3cccc(C(F)(F)F)c3)ccc21	?	18%	-1%&-2%	-6%&-3%	0.8&-1.4	-1%&4%	19%&28%	?	3%&-2%
CCC(CC)C(=O)Nc1nnc(S(=O)(=O)N2CCCC2)s1	30%[activator]	11%	-16%	1%	-0.7	-22%	20%	5%	-7%

Arranged by molar mass (ascending): part of the list above
SMILES	12-LOX inh	APEX1 inh	Pol kappa inh	BLM helicase inh	TRHR agonist	Apoferritin bind	POLI inh	POLB inh	ERG-DNA inh
O=C(Nc1cccnc1)c1ccc2c(c1)OCO2	0%	0%	-3%	-2%	0.7	6%	16%	-11%	3%
Cc1ccc(C(=O)N/N=C/c2c[nH]c3ccccc23)o1	2%	-12%	-5%	-1%	0.6	-5%	9%	34%	5%
C=C(C)C1CC=C(C)/C(=N/NC(=O)CNc2ccc(OCC)cc2)C1 (stereo not drawn)	-26%	1%	0%	-7%	-0.2	?	89µM*	-2%	-2%

Further results follow:
SMILES	12-LOX inh	APEX1 inh	Pol kappa inh	BLM helicase inh	TRHR agonist	Apoferritin bind	POLI inh	POLB inh	ERG-DNA inh
Cc1ccc(NCc2nnc(SCCN3CCCCC3)n2CC2CCCO2)cc1Cl (stereo not drawn)	0%	-2%	-13%	4%	0.5	-11%	17%	-25%	-3%
O=C(c1cc(-c2cccc(O)c2)on1)N1CCCC1	12%	11%	8%	1%	0.1	4%	-17%	31%	12%
CN(C)c1ccc([N+](=O)[O-])cc1C(=O)O	-17%	1%	-6%	3%	0.6	-12%	-11%	0%	0%
COc1ccc2c(CCNC(=O)c3ccco3)c[nH]c2c1	7%[57.4 µM]	-10%	1%	-4%	-0.6	-17%	9%	23%	.
Clc1ccc(COc2ccccn2)cc1Cl	0%	0%	1%	-2%	0.1	-13%	13%	30%	-5%
CC(=O)N(C)c1ccc(NC(=O)C(F)(F)F)cc1	-13%	-6%	-4%	-1%	0.1	-7%	34%[activator]	51%	.
Cc1ccc(F)cc1CNC(=O)C1CCC(=O)N(C2CC2)C1 (stereo not drawn)	5%	15%	-13%	-2%	0.0	-1%	-7%	27%	-13%
COc1cc(C(=O)Nc2cc(S(=O)(=O)N3CCOCC3)ccc2N2CCN(C)CC2)cc(OC)c1OC	?	.	-8%	.	.	.	32%[activator]	.	8%
Cc1ccccc1-c1nnc(SCCOc2ccc3c(C)cc(=O)oc3c2)o1	165%[activator]	1%	-9%	2%	-0.3	?	6%	2%	-8%
Cc1cc(C)nc(-n2nc(C)cc2Nc2ccccc2)n1	-9%	0%	-6%	-4%	-1.8	-14%	20%	-7%	-4%
O=C(O)c1sccc1Oc1ccc(NS(=O)(=O)c2ccccc2)cc1	12%	-3%	2%	-1%	-0.4	6%	-1%	27%	-10%
CCCOC(=O)c1ccc(NC(=O)C2CCCO2)cc1 (stereo not drawn)	4%	-2%	-5%	-6%	-0.7	-4%	4%	-2%	-1%
CCOC(=O)c1ccc(-n2[nH]c(-c3ccccc3)cc2=O)cc1	-9%	-9%	-19%	-8%	-0.6	-2%	?	7%	6%
O=C(Nc1cccc(Cl)c1Cl)c1cc(S(=O)(=O)NCCc2ccccc2)ccc1F	-24%&-14%	1%	-12%[60.1 µM]	-2%&-6%	1.1&1.1	-5%&-10%	-1%&20%	17%&1%	-3%&4%
O=C(COC(=O)Cn1cnc2ccccc21)Nc1cccc(S(=O)(=O)N2CCOCC2)c1	-17%	-4%	4%	-5%	0.1	-14%	77%[activator]	-10%	0%
CCOC(=O)N1CCN(C(=O)c2c(-c3c(Cl)cccc3Cl)noc2C)CC1	18%	8%[12.4 µM]	-3%	1%	-0.9	-5%	1%	-13%	-12%
O=C(Oc1ccccc1)N1CCN(c2ccc(F)cc2)CC1	3%	10%	2%	-1%	-1.0	-18%	20%	-19%	3%
CC(=O)c1ccc(-c2cccs2)s1	8%	-4%	-7%	-7%	-0.5	403%[activator]	1%	0%	-1%
CC(C)CSc1nc2ccccc2[nH]1	-5%	6%	-10%	-2%	0.0	?	46%[activator]	5%	11%
Cc1cc(N(C)C)ccc1[N+](=O)[O-]	2%	16%	1%	-2%	0.2	-9%	-14%	15%	.
COc1ccc(NC(=O)C2CCN(S(=O)(=O)c3ccc4c(c3)NC(=O)C(C)S4)CC2)cc1 (stereo not drawn)	0%	15%	-2%	-2%	0.0	-4%	25%	20%	0%
S=C(NCCCc1ccccc1)Nc1ccccc1Cl	?	18%	-14%	-8%	0.7	-18%	-8%	-4%	-4%
CCOc1ccc(-n2c(SCc3nc(-c4ccc(C)cc4)no3)nnc2-c2ccncc2)cc1	-28%	0%	-19%	-10%	0.2	?	8%	-1%	-8%
COc1ccc(OC)c(NC(=O)COc2ccc(S(=O)(=O)NC(C)C)cc2)c1	2%	-3%	-9%	-6%	-0.4	1%	14%	-11%	.
O=C1CC(=O)N2N=C(c3ccc([N+](=O)[O-])cc3)SC2=N1	?	-6%	-18%	-13%	0.5	-10%	?	?	2%
Cc1ccccc1NC(=O)CN1CCC(NC(=O)Nc2ccccc2)CC1	?	-6%	-8%	0%	-0.6	-11%	10%	0%	-13%
N#Cc1ccsc1NC(=O)CN(Cc1ccccc1)Cc1ccccc1	16%	-5%	-11%	-5%	0.8	30%[activator]	14%	4%	8%
Cc1ccc(N2CCN(S(=O)(=O)N(C)C)CC2)c(C)c1	1%	9%	-14%	-4%	-0.9	-5%	-5%	-11%	2%
COc1cccc(-c2noc(C3CCCN(C(=O)c4ccccc4OC)C3)n2)c1 (stereo not drawn)	-1%	35%	-18%	-3%	-1.1	-19%	27%	3%	2%
CC1CCN(C(=O)c2[nH]cnc2C(=O)Nc2ccccc2)CC1	-7%	-9%	-1%	.	.	.	-15%	.	0%
O=C1COc2ccc(C(=O)COC(=O)C3CCN(S(=O)(=O)c4cccs4)CC3)cc2N1	0%	-5%	-5%	-3%	0.8	-20%	17%	-7%	0%
CNC1(C)C2CCC(C2)C1(C)C (stereo not drawn)	.	3%&0%	8%[60.1 µM]	-9%	.	.	?	-6%[57.1 µM]	.
Cc1noc(Cn2c(=O)c3cc4c(cc3n(CC(=O)Nc3ccccc3Br)c2=O)OCO4)n1	-12%	.	-8%	-2%	-0.3	12%	7%	16%	1%
Fc1cccc(Cl)c1C1Nc2cccc3cccc(c23)N1	?	4%	-20%	-6%	0.2	-15%	-54%	14%	-1%
Cc1ccc(C(=O)N/C(=C\c2cn(C)c3ccccc23)C(=O)N2CCN(C)CC2)cc1	?	11%	-2%	1%	-0.6	-8%	20%	0%	2%
O=C(Nc1cccnc1)c1ccc(COc2ccccc2Br)o1	-11%	-2%	-2%	-1%	-0.4	-5%	6%	-1%	-6%
CCN(CC)C(=O)CSc1nnc(-c2ccccn2)n1-c1ccc(C)c(C)c1	1%	-2%	-8%	-4%	0.0	-20%	35%[activator]	12%	-1%
Nc1nc(COC(=O)C2CC(=O)N(CCc3ccccc3)C2)nc(Nc2ccccc2)n1 (stereo not drawn)	-5%	-5%	-4%	.	-1.4	.	28%	.	-6%
COc1ccc(NC(=O)CSc2ccc(-c3ccco3)nn2)cc1	?	-1%	-22%	-9%	-0.6	-5%	?	32µM*	8%
Clc1ccc(OCc2nn3c(-c4ccncc4)nnc3s2)cc1	0%	16%	-9%	1%	0.1	-8%	30%[activator]	35%	-28%
COc1ccc(NCc2ccccc2-c2nnc(-c3ccccc3)o2)cc1Cl	-3%	.	-19%	-3%	-0.3	-4%	7%	3%	-3%
Cc1cc(C)cc(NC(=S)N2CCC(NC(=O)c3ccccc3C)CC2)c1	-16%	2%	0%	-2%	-0.3	-12%	27%	?	-4%
O=c1[nH]c(Cc2ccccc2)nc2ccccc12	0%	-2%	-7%	-2%	0.3	-21%	117%[activator]	-2%	2%
CC1=C(c2ccc(Cl)cc2)[N+](=O)C(C)(C)N1[O-]	-10%&47%	1%	9%	3%	0.7	-14%	?	22%	-5%
COc1ccc(NC(=O)CN(C)C(=O)CN2C(=O)c3ccc([N+](=O)[O-])cc3C2=O)cc1	12%	3%	-18%	-8%	0.3	-10%	1%	5%	0%
NNC(=O)CNC(=O)c1ccccc1F	-4%	17%	-18%	-3%	0.3	-21%	9%	4%	0%
COC(=O)c1ccc(CSc2nnc(-c3c[nH]c4ccccc34)n2C)o1	5%	0%	1%	2%	-0.2	-11%	26%	0%	7%
